NALP3 yeast inh = NALP3 inhibition in yeast | Yeast reconstituted NLRP3/ASC/caspase-1, beta-gal luminescence, 24 h | inhibition, % at 10 µM | 330,000 tested, 0.39% active;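 active = inhibition of 50% or more; inactive = inhibition below 50%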;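 note: plate controls were induced DMSO wells for no effect and uninduced yeast grown without galactose for full effect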
mIAP act = increases mouse intestinal alkaline phosphatase activity; muIAP, CDP-Star luminescence, 30 min; hits give high values; 1 = vehicle-only enzyme signal, 0 = enzyme-free wells; activation factor at 10 µM; 330,000 tested, 0.24% active; AID 2805;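 active = activation factor of at least 2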; note: the source names both 10 and 20 µM as test concentration; values of inactives mirror those of a sister screen read the other way
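Assay system: mouse IAP enzyme / Compound: DMSO-dissolved test compounds / Timing: 30 min, room temperature / Measured by: luminescence from enzymatic CDP-Star hydrolysis / Control set: DMSO-only wells, enzyme-free buffer wells as negative control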
mIAP inh = mouse IAP inhibition | 330,000 tested, 0.2% active | inhibition, % at 10 µM | purified mouse IAP, CDP-Star luminescence, 30 min;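 active = inhibition of at least 40% at 10 µM in the primary screen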;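 note: plate controls were DMSO with enzyme for no effect and no enzyme wells for full effect; values of inactives mirror those of a sister screen read the other way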
Apaf1 inhib = blocks human Apaf-1 apoptosome activity; O14727; inhibition, % at 20 µM; reconstituted apoptosome caspase-3 activity, DEVD-Rh110 fluorescence; 330,000 tested, 0.71% active; active = inhibition of at least 40% at 20 µM;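 note: plate controls were DMSO wells for no effect and DEVD-CHO caspase inhibitor wells for full effect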
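Medium: Hepes buffer, pH 7.5 / System: biochemical Apaf-1 apoptosome reconstitution / Measured by: Rh110 fluorescence, excitation 480 nm, emission 540 nm / Times: compound with Apaf-1, dATP, procaspase-3 30 min, then 50 min reaction, room temperature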
hIAP activ = increases human intestinal alkaline phosphatase activity; purified human IAP, CDP-Star luminescence, 30 min; hits give high values; 1 = vehicle-only enzyme, 0 = enzyme-free background; AID 2524; P09923; 330,000 tested, 0.16% active; activation factor at 10 µM;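 active = activation factor of the enzyme at least 2-fold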; note: the source names both 10 and 20 µM as test concentration; values of inactives mirror those of a sister screen read the other way
Target sequence (P09923 whole entry, looked up): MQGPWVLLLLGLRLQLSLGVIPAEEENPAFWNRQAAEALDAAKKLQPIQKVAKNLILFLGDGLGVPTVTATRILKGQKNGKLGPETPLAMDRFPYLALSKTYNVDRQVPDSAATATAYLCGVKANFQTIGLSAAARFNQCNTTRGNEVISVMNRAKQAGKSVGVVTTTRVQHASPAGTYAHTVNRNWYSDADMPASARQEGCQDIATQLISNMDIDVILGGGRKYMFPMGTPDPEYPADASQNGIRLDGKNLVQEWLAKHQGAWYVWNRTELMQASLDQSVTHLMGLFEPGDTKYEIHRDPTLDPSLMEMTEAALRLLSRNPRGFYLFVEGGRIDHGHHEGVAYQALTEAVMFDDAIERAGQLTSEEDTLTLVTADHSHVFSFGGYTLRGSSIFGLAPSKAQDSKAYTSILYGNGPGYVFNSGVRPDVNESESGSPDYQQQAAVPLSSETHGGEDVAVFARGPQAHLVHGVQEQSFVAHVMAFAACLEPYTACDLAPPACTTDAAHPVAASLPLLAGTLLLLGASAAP
tim10-1 inh = growth inhibitors of tim10-1 mutant yeast; AID 463190; S. cerevisiae tim10-1 ts strain growth, BacTiter-Glo, 24 h; inhibition, % at 20 µM; 330,000 tested, 2.2% active;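 active = inhibition of at least 40%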;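 note: mutant grown at 25 °C; 0% = DMSO wells with yeast and 100% = wells holding no yeast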
hIAP inh = blocks human intestinal alkaline phosphatase. P09923. purified IAP, CDP-Star luminescence, 30 min. inhibition, % at 10 µM. 330,000 tested, 0.12% active;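 active = inhibition reaching a set limit with compound at 10 µM in the primary screen, cut at about 35% in these data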;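 note: plate controls were DMSO wells with enzyme for no effect and no-enzyme buffer wells for full effect; values of inactives mirror those of a sister screen read the other way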
TIM10 inh = TIM10 yeast growth inhibition | S. cerevisiae TIM10 strain growth, BacTiter-Glo luminescence, 24 h | inhibition, % at 10 µM | 330,000 tested, 1.4% active | AID 463195;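 active = inhibition of 40% or more at the single tested concentration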;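 note: wild-type TIM10 isogenic control strain grown at permissive 25 °C; 0% = DMSO yeast wells and 100% = minimal medium wells without yeast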
ATG4B inhibitor = blocks human ATG4B protease cleavage of LC3 substrate. 340,000 tested, 0.51% active. ATG4B cleavage of LC3-PLA2, NBD-HPC fluorescence, 1 h. inhibition, % at 8.33 µM. Q9Y4P1; in the data active = inhibition above about 40%
Target sequence (Q9Y4P1 whole entry, looked up): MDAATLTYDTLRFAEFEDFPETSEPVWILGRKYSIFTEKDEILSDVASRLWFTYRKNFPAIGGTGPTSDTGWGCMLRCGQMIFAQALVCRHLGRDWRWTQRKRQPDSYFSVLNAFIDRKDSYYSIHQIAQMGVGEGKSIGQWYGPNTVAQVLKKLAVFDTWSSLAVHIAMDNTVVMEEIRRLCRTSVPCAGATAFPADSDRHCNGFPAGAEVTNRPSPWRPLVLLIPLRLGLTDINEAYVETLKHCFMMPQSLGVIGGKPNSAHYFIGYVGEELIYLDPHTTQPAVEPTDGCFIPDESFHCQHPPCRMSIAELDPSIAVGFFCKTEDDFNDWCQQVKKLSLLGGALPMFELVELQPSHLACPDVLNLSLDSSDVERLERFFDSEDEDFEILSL
* hit, by the source's call; / = not tested or not shown.

SMILES	NALP3 yeast inh	mIAP act	mIAP inh	Apaf1 inhib	hIAP activ	tim10-1 inh	hIAP inh	TIM10 inh	ATG4B inhibitor
Cc1cc(C2(c3ccc(O)c(C)c3)C(=O)Nc3ccccc32)ccc1O	-7	0.96	4	27	1.1	24	-7	11	7
Cc1ccc(-n2nc(C)cc2N)c(C)c1	4	1	-4	3	0.93	-8	7	5	4
CCn1nc(C(=O)N[C@@H](CCSC)c2nc3ccccc3[nH]2)c2ccccc2c1=O	-4	0.96	4	2	1.2	0	-24	-3	-13
CCOc1ccc(CCNC(=O)COn2nnc3ccc(S(=O)(=O)N4CCOCC4)cc32)cc1OCC	4	0.97	3	12	0.88	-15	12	6	-1
COCCNC(=O)CC(c1ccccc1)c1ccccc1	-8	0.92	8	-2	1.1	8	-10	9	-12
CC(NC(N)=O)C(=O)Nc1ccc(Cl)c(S(=O)(=O)Nc2ccc(Br)cc2)c1 (centres undefined)	7	0.92	8	-6	0.96	10	4	5	-7
O=C(Cn1c(-c2ccccc2Cl)nc2ccccc21)Nc1cccc(Cl)c1	10	2.8*	-183	4	0.95	31	5	16	-5
O=c1cc(O)c2ccc(O)cc2o1	-5	1	-1	-3	1	-23	-3	1	7
CC(=O)Nc1ccccc1C(=O)C(=O)Nc1ccc(C(=O)NCC2CCCO2)cc1 (centres undefined)	-7	0.91	9	-5	1.1	8	-12	-16	-4
Cc1ccc2[nH]c3c(=O)n(Cc4ccncc4)cnc3c2c1	2	1	-3	6	0.86	-12	14	-5	-6
O=C(CNc1n[nH]c(=O)[nH]c1=O)N/N=C/c1cccnc1	-4	1	-4	-2	1.1	2	-11	6	-6
Cc1ccc(-n2nc(C)c3cc(C(=O)O)sc32)cc1	3	1	-2	2	1	2	-3	-16	-9
Cn1c(SCC(=O)Nc2ccccc2[N+](=O)[O-])nnc1C(F)(F)F	10	1.1	-6	1	1.1	6	-8	-10	-4
O=C(NCCC1=CCCCC1)c1cc(-c2ccncc2)nc2ccccc12	5	0.93	7	5	0.92	-8	8	-2	0
COc1ccc(OC)c(S(=O)(=O)Nc2cc3c(cc2N2CCCC2)n(C)c(=O)c(=O)n3C)c1	8	0.95	5	10	0.92	12	8	0	-3
CC(C)c1ccc(NC(=S)N2CCN(S(=O)(=O)c3ccccc3)CC2)cc1	20	1.3	-25	23	0.92	41*	8	15	-10
O=C(COc1ccccc1)Nc1nnc(COc2ccccc2)s1	28	0.95	5	-6	1.3	-15	-26	0	2
COc1ccc(OC)c(S(=O)(=O)n2nnc3ccccc32)c1	3	0.96	4	-19	0.63	19	37*	18	1
COc1ccc(-c2cc(-c3ccccc3)c(C#N)c(S(C)=O)n2)cc1 (centres undefined)	2	0.89	11	22	1	45*	-3	24	-18
Cc1ccc(NC(=O)CN(C)S(=O)(=O)c2cccc3nsnc23)cc1Cl	14	0.95	5	15	1	17	-2	13	0
Cc1ccc(COC(=O)c2nn(-c3ccccc3)nc2N)cc1	2	0.89	11	-1	0.94	32	6	3	6
O=S(=O)(c1ccc(-c2ccon2)s1)N1CCCC1	-5	1.1	-9	-12	0.99	4	0	8	0
O=C(O)CCC(=O)N1N=C(c2ccccc2)CC1c1cccs1 (centres undefined)	-25	0.97	3	-10	0.98	8	2	-20	11
CCn1cc(C(=O)Nc2cccc(NC(C)=O)c2)c2cc(OC)c(OC)cc2c1=O	0	1	-5	0	0.89	2	11	18	-2
CSCC(=O)Nc1cc(C)on1	16	0.93	7	-16	1	-3	-4	0	-4

Carrying on:
SMILES	NALP3 yeast inh	mIAP act	mIAP inh	Apaf1 inhib	hIAP activ	tim10-1 inh	hIAP inh	TIM10 inh	ATG4B inhibitor
O=C(NC(=O)c1cc([N+](=O)[O-])ccc1Cl)C1=C(N2CCCC2)COC1=O	11	1.1	-10	2	1.2	9	-20	1	-1
Cc1ccc(CNC(=O)NC23CC4CC(CC(C4)C2)C3)cc1	19	1.4	-44	-1	1.1	35	-8	30	10
O=C(CCc1ccccc1)NNC(=O)c1ccc(F)cc1	12	0.91	9	-3	1.1	-2	-7	4	16
COc1ccc(NC(=O)CCN2C(=O)c3cccc([N+](=O)[O-])c3C2=O)cc1	19	0.94	6	-7	1.2	-12	-16	0	6
Cc1ncc([N+](=O)[O-])n1CCOC(=O)c1ccc(Cl)cc1Cl	3	1	-2	2	0.91	5	9	17	6
O=C(CCNS(=O)(=O)c1ccccc1C(F)(F)F)NCCCN1CCOCC1	8	0.94	6	1	1.1	13	-8	-7	-5
CC1(C)NC(=O)N(CC(O)COc2ccc(N3C(=O)c4ccccc4C3=O)cc2)C1=O (centres undefined)	16	0.97	2	-1	1.1	5	-8	-4	-2
C=CCNC(=S)NC(=O)c1csc([N+](=O)[O-])c1	22	0.94	6	-7	1.3	33	-31	-13	-9
O=C(C#Cc1cccc([N+](=O)[O-])c1)c1ccccc1	-49	0.95	5	10	0.91	29	10	80*	/
NC(CO)C12CC3CC(CC(C3)C1)C2 (centres undefined)	30	0.81	19	-12	0.99	-4	1	2	6
O=C(NCc1cnc2ccccn12)C1CCC(=O)N(Cc2cccc(F)c2)C1 (centres undefined)	4	1	-1	-2	0.93	10	7	5	-4
CS(=O)(=O)c1ccc(Cl)c(NC(=O)CSc2nnc(C3CC3)n2C2CC2)c1	19	0.99	1	1	1.1	-6	-6	3	-33
Cc1ccc(NCc2n[nH]c(=S)n2-c2ccccc2)cc1Cl	-1	1.1	-8	-7	1.3	23	-26	-4	-5
COc1ccc(C(=O)/C=C/c2ccccc2OC)c(OC(=O)c2ccc([N+](=O)[O-])cc2)c1	10	1	-2	11	0.91	25	9	34	-9
N#CCCn1nc(-c2ccc(Cl)cc2)cc1Nc1ccccc1NC(=O)C(F)(F)F	20	0.92	8	3	0.84	30	16	10	-8
C=CCn1c(SCC(=O)NCc2ccco2)nc2sc3c(c2c1=O)CCCC3	11	1.1	-8	5	1.2	-2	-19	-8	-12
COc1cccc(CNC(=O)c2cccs2)c1	14	1	-4	3	0.93	8	7	-14	3
CN(C)C(=O)/C=C\c1cn(-c2ccccc2)nc1-c1ccc2c(c1)OCCO2	1	1	0	14	1	28	0	28	-17
CS(=O)(=O)c1ccc(C(=O)Nc2ccccc2Cl)cc1	18	1	0	-1	1	-9	-2	-24	-4
Cc1ccc(S(=O)(=O)Nc2nc3ccc(N)cc3s2)cc1	7	0.97	3	4	0.94	-9	6	11	-5
O=C(O)CNC(=O)c1ccc(Sc2ccccc2)c([N+](=O)[O-])c1	11	1	-3	5	0.88	-5	12	4	-8
Cc1[nH]nc2ncc(C(=O)c3cc(F)ccc3O)cc12	6	0.97	3	-7	1.1	0	-12	10	1
Nc1nc(-c2cc3c(cc2Cl)OCCO3)cs1	20	1.1	-8	6	0.83	8	17	16	-6
O=C(O)C1C2C=CC3(CN(c4cccc(C(F)(F)F)c4)C(=O)C13)O2 (centres undefined)	1	0.95	5	-8	1.1	13	-7	10	5
Cc1cc(=O)oc2cc(NC(=O)c3ccccc3C(=O)O)ccc12	-3	1.1	-6	7	1.1	10	-7	-9	0

17 structures already listed, arranged by SMILES length, highest first:
SMILES	NALP3 yeast inh	mIAP act	mIAP inh	Apaf1 inhib	hIAP activ	tim10-1 inh	hIAP inh	TIM10 inh	ATG4B inhibitor
COc1ccc(C(=O)/C=C/c2ccccc2OC)c(OC(=O)c2ccc([N+](=O)[O-])cc2)c1	10	1	-2	11	0.91	25	9	34	-9
CC1(C)NC(=O)N(CC(O)COc2ccc(N3C(=O)c4ccccc4C3=O)cc2)C1=O (centres undefined)	16	0.97	2	-1	1.1	5	-8	-4	-2
O=C(NC(=O)c1cc([N+](=O)[O-])ccc1Cl)C1=C(N2CCCC2)COC1=O	11	1.1	-10	2	1.2	9	-20	1	-1
COc1ccc(NC(=O)CCN2C(=O)c3cccc([N+](=O)[O-])c3C2=O)cc1	19	0.94	6	-7	1.2	-12	-16	0	6
CS(=O)(=O)c1ccc(Cl)c(NC(=O)CSc2nnc(C3CC3)n2C2CC2)c1	19	0.99	1	1	1.1	-6	-6	3	-33
CN(C)C(=O)/C=C\c1cn(-c2ccccc2)nc1-c1ccc2c(c1)OCCO2	1	1	0	14	1	28	0	28	-17
O=C(O)C1C2C=CC3(CN(c4cccc(C(F)(F)F)c4)C(=O)C13)O2 (centres undefined)	1	0.95	5	-8	1.1	13	-7	10	5
O=C(NCc1cnc2ccccn12)C1CCC(=O)N(Cc2cccc(F)c2)C1 (centres undefined)	4	1	-1	-2	0.93	10	7	5	-4
C=CCn1c(SCC(=O)NCc2ccco2)nc2sc3c(c2c1=O)CCCC3	11	1.1	-8	5	1.2	-2	-19	-8	-12
Cc1ncc([N+](=O)[O-])n1CCOC(=O)c1ccc(Cl)cc1Cl	3	1	-2	2	0.91	5	9	17	6
Cc1cc(=O)oc2cc(NC(=O)c3ccccc3C(=O)O)ccc12	-3	1.1	-6	7	1.1	10	-7	-9	0
O=C(C#Cc1cccc([N+](=O)[O-])c1)c1ccccc1	-49	0.95	5	10	0.91	29	10	80*	/
Cc1ccc(S(=O)(=O)Nc2nc3ccc(N)cc3s2)cc1	7	0.97	3	4	0.94	-9	6	11	-5
Cc1[nH]nc2ncc(C(=O)c3cc(F)ccc3O)cc12	6	0.97	3	-7	1.1	0	-12	10	1
O=C(CCc1ccccc1)NNC(=O)c1ccc(F)cc1	12	0.91	9	-3	1.1	-2	-7	4	16
Nc1nc(-c2cc3c(cc2Cl)OCCO3)cs1	20	1.1	-8	6	0.83	8	17	16	-6
NC(CO)C12CC3CC(CC(C3)C1)C2 (centres undefined)	30	0.81	19	-12	0.99	-4	1	2	6

Further compounds follow.
SMILES	NALP3 yeast inh	mIAP act	mIAP inh	Apaf1 inhib	hIAP activ	tim10-1 inh	hIAP inh	TIM10 inh	ATG4B inhibitor
CN(CC(=O)Nc1ccc(Cl)c(C(F)(F)F)c1)C(=O)c1cccs1	9	1.1	-12	16	0.92	17	8	15	-1
O=C(NCC(c1cccs1)N1CCOCC1)c1ccc(Cl)c(S(=O)(=O)N2CCOCC2)c1 (centres undefined)	3	0.99	1	-13	1	11	0	-21	-3
Clc1ccc(OCc2nnc3n2CCCCC3)c(Cl)c1	1	1.1	-7	-2	1	11	-5	10	-3
CN(C)S(=O)(=O)Nc1ccccn1	0	1.1	-13	-1	0.9	19	10	-21	-5
O=c1c(F)cn(C2CCCO2)c(=O)n1Cc1c(Cl)cccc1Cl (centres undefined)	5	1	-1	-4	0.78	21	22	12	-5
COCC(C)N=CC1=C(O)CC(C)(C)CC1=O (centres undefined)	9	0.94	6	-10	1.1	1	-7	7	-4
O=C(CCSCc1ccccc1F)NCc1cccnc1	-2	1.1	-9	-6	1	6	-2	-19	-3
Cn1c(CNC(=O)CCNC(=O)c2ccc(Br)cc2)cc(=O)n(C)c1=O	10	1	-2	-3	1	-11	-2	2	-1
COCCNC(=O)/C(C#N)=C/c1c(N2CCCCCC2)nc2ccccn2c1=O	21	1.1	-8	5	0.98	30	2	-7	-2
CCc1ccccc1NC(=O)N[C@@H](C)C(=O)OC	-7	1.1	-13	-4	1.3	-29	-34	-12	6
CC(=O)CSc1nnc(-c2ccc3c(c2)OCO3)o1	9	0.97	3	11	0.99	20	1	13	0
CC(NC(=O)C1CCN(c2nnc(-n3cccc3)s2)CC1)C12CC3CC(CC(C3)C1)C2 (centres undefined)	15	1.3	-34	15	1.2	20	-15	21	0
CCOc1cccc(C(=O)N2CCCN(C)CC2)c1	8	1	-1	-4	1.1	-16	-11	2	-4
